procasp3 activ – activators of human procaspase-3. activation, % at 8.5 µM. recombinant procaspase-3 D3A, Ac-DEVD-pNA absorbance 405 nm. hit rate 0.11% among 330,000. AID 463141. P42574;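 active = activation above the mean of all tested compounds plus 3 SD, cut at about 21% in these data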;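 note: 0% = DMSO alone and 100% = DMSO wells spiked with extra 5 µM PC-3 D3A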
Target sequence (P42574 whole entry D9A/D28A/D175A): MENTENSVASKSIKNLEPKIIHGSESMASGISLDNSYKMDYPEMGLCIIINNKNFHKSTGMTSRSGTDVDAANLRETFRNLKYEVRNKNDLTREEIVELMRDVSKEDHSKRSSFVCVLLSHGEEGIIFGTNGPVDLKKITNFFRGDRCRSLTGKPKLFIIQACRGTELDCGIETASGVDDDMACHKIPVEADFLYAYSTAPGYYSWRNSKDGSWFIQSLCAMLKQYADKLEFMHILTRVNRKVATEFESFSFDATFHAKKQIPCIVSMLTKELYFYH
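Assay system – Procaspase-3 D3A mutant · Benchmarks – DMSO low control, extra-enzyme high control · Technique – 405 nm absorbance of p-nitroaniline, reads at 0 and 120 min · Doses – 8.5 µM nominal · Measure – % activation between DMSO and enzyme-spiked controls · Also added – Ac-DEVD-pNA chromogenic peptide substrate · Schedule – 1 h compound preincubation, 2 h substrate hydrolysis at 25 °C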
PAFAH2 FP inh – inhibitors of human PAFAH2 | recombinant PAFAH2, FP-rhodamine activity probe, fluorescence polarization | inhibition, % at 3.39 µM | hit rate 0.99% among 340,000 | AID 492956;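 active = inhibition above the mean over all tested compounds plus 3 SD, cut at about 30% in these data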;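 note: inhibitors block probe labeling of enzyme so polarization drops; 0% = enzyme with DMSO and 100% = wells lacking PAFAH2 protein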
proCasp7 act – counter-screen for procaspase-3 activators: activators of human procaspase-7 | hit rate 0.093% among 330,000 | recombinant procaspase-7, Ac-DEVD-pNA absorbance 405 nm; D23A/D198A/D206A triple mutant, cannot self-cleave; scale: DMSO 0, 5 µM enzyme 100 | AID 463210 | activation, % at 8.5 µM;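 active = percent activation above the screen-wide mean plus 3 SD, cut at about 25% in these data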
Target sequence (P55210 whole entry D23A/D198A/D206A): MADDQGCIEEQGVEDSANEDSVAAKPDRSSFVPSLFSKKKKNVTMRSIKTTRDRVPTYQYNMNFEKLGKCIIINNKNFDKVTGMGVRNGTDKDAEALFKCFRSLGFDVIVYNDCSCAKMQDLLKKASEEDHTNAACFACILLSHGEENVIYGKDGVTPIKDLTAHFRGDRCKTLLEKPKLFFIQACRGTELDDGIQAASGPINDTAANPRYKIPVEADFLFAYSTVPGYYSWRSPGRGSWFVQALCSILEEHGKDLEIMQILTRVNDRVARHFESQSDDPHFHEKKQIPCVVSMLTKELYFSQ
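System: Uncleavable procaspase-7 mutant enzyme; Amount: 2 µM procaspase-7 mutant as dispensed; Schedule: 1 h compound preincubation, 2 h substrate cleavage, 25 °C; Measured by: 405 nm absorbance of p-nitroaniline; Evaluation: percent activation from buffer-corrected 0–120 min absorbance change; Control set: low DMSO alone, high DMSO plus 5 µM PC-7.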
PP5 inh – inhibitors of human protein phosphatase 5 (PP5) | hit rate 0.18% among 320,000 | AID 1987 | inhibition, % at 6.7 µM | purified PP5c, OMFP substrate fluorescence;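 active = inhibition above the campaign's mean inhibition across all tested compounds plus 3 SD, cut at about 9.5% in these data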;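 note: 0% = DMSO only and 100% = 100 µM cantharidin control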
CTSL1 counter – cathepsin L1 inhibition, PFM18AAP counter-screen; inhibition, % at 5.96 µM; recombinant F. hepatica cathepsin L1, Z-Leu-Arg-MCA fluorescence; AID 1906; hit rate 0.49% among 300,000;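 active = inhibition above the mean of all tested compounds plus 3 SD, set per screening campaign, cut at about 17% in these data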;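 note: 0% = plate median of test compound wells and 100% = 1 µM Z-Phe-Ala-diazomethylketone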
PP1 counter – PP1-alpha (human) inhibition in PP5 counter-screen | P62136 | purified PP1alpha, OMFP fluorescence | inhibition, % at 6.7 µM | hit rate 0.9% among 320,000;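 active = inhibition above the mean inhibition of all tested compounds plus 3 SD, computed separately for each screening campaign, cut at about 15% in these data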
Target sequence (P62136 whole entry, looked up): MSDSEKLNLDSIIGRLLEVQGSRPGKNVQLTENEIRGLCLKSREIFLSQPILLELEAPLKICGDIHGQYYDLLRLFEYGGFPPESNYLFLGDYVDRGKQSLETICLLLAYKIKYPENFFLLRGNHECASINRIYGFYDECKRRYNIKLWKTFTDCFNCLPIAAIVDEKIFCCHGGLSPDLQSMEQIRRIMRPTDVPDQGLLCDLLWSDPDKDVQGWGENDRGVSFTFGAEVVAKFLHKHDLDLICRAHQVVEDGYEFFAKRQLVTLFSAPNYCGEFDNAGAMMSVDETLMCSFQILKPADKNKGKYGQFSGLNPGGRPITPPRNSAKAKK
AHR act – activators of human aryl hydrocarbon receptor; P35869; AHR-responsive luciferase reporter cells, luminescence; activation, % at 5 µM; hit rate 2.5% among 320,000; AID 2796; in the data active = activation above about 47%;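 note: 0% = vehicle wells and 100% = reference agonist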
core dimer inh – blocks dimerization of HCV core protein; TR-FRET GST/Flag-core106 dimerization, 1536-well; inhibition, % at 5 µM; hit rate 0.33% among 300,000;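 active = inhibition above the mean of all tested compounds plus 3 SD, set per screening campaign, cut at about 45% in these data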
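Material: Tagged HCV core106 pair (GST and Flag) | Amount: GST-core106 13.5 nM, Flag-core106 17 nM | Medium: KF-containing HEPES buffer, pH 7.45, DTT, CHAPS, BSA | Reagent: Eu donor and XL665 acceptor anti-tag antibodies | Schedule: 4 h at 22.5 °C | Technique: Time-resolved FRET, ex 340 nm, em 617 and 671 nm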
TPT1 inhibitor – blocks Candida albicans tRNA 2'-phosphotransferase; AID 1962; inhibition, % at 5 µM; hit rate 0.81% among 300,000; recombinant caTPT1, FP RNA substrate dephosphorylation;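 active = inhibition above the mean of all tested compounds plus 3 SD, set per screening campaign, cut at about 24% in these data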;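 note: plate controls were DMSO alone for no effect and ferristatin control at 100 nM for full effect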
An asterisk follows results filed as active; / = not tested or not shown. No enrichment for hits, and some 5.6% of all compounds hit somewhere here.

SMILES	procasp3 activ	PAFAH2 FP inh	proCasp7 act	PP5 inh	CTSL1 counter	PP1 counter	AHR act	core dimer inh	TPT1 inhibitor
COCCNC(=O)C(c1cccs1)N(CCc1ccccc1)C(=O)Cn1nnc2ccccc21 (stereo not drawn)	-7.2	11.1	7.0	-2.0	-2.4	-1.7	1.8	0.0	-0.8
Cn1c(=O)n(Cc2ccc(Cl)cc2)c2ccccc21	3.8	2.7	6.7	1.7	-0.7	-2.1	0.0	-0.2	-0.2
COc1cc2c(cc1OC)CN(CC(=O)Nc1ccc(Cl)c(S(=O)(=O)N(C)C)c1)CC2	-8.9	-2.2	4.0	-0.3	0.5	-1.5	-1.4	2.0	3.4
CCN(CC)C(=O)CSc1nc2ncc(Br)cc2[nH]1	-0.6	-3.2	3.0	0.3	1.8	-2.9	62.6*	1.8	1.6
COCCN(CCOC)S(=O)(=O)c1ccc(C(=O)Nc2nc(-c3ccncc3)cs2)cc1	5.4	-2.8	2.4	7.6	2.5	0.5	-0.3	-1.9	4.2
CCCOC(=O)Nc1ccc(C(N)=O)cc1	1.7	9.1	6.5	2.9	-0.9	3.0	2.1	3.3	-0.4
CC(C)=CCN1CCN(Cc2ccc3nsnc3c2)CC1CCO (stereo not drawn)	-2.5	-3.3	10.8	0.5	-5.9	-2.8	1.4	-0.5	2.0
CC(=O)Nc1ccc(S(=O)(=O)N(C)CC(=O)N/N=C/c2cccs2)cc1	-6.9	-7.2	-6.0	-1.4	-0.4	1.3	0.9	-7.0	0.3
CC(C)(C)NS(=O)(=O)c1ccc(NS(=O)(=O)c2ccc(F)cc2)cc1	-0.1	8.1	-5.2	-1.5	-2.4	-2.8	1.9	-1.9	6.4
NC(=O)c1ccsc1N	-10.6	/	-8.4	0.2	1.8	4.0	4.6	-3.2	-59.0
O=C(N/N=C/c1ccccn1)c1cc(-c2ccc(Br)cc2)nc2ccccc12	5.4	-15.1	7.8	4.1	6.1	7.3	22.6	8.3	-1.6
O=c1ccc(-c2ccc(S(=O)(=O)N3CCN(c4ccccc4)CC3)o2)n[nH]1	-1.4	2.5	6.3	1.1	0.5	-1.8	1.2	-11.2	3.3
CCCNC(=O)CCn1cc(-c2ccc(OC)cc2)nc1CCN	8.2	-0.3	2.8	1.5	-4.4	-0.2	5.7	-1.1	-1.9
CCN(CC)c1ccc(N)cc1	9.1	-6.4	-3.6	1.0	/	2.9	20.1	/	/
Cc1nc([N+](=O)[O-])c(C(=O)OCc2ccccc2Br)n1C	6.2	-4.1	3.4	-1.8	-3.0	1.6	0.6	3.7	-1.9
Cc1cccc(OCC(=O)NC(=S)Nc2ccccc2N2CCOCC2)c1	0.0	-4.8	5.7	3.7	1.4	-1.3	5.9	-2.8	1.2
Oc1ccc(Nc2nc(-c3ccc4ccccc4c3)cs2)cc1	-4.0	-4.3	-1.7	5.5	4.3	-1.7	64.0*	-0.7	-4.1
Cc1cc(=O)[nH]c(SCC(=O)Nc2ccc(Br)cc2)n1	6.9	-1.2	-3.4	-0.2	-2.1	7.1	-2.5	-1.7	-1.9
COC(=O)c1cc2occc2n1Cc1nc(-c2ccccc2Cl)oc1C	9.4	-4.1	-2.0	-0.1	2.3	-0.5	4.4	-1.1	-5.2
O=C(Nc1nonc1-c1ccc(Cl)cc1)c1ccccc1	-6.7	2.3	5.8	1.7	0.9	5.3	-2.3	0.1	-0.4
CCOCCCNC(=S)N1CCC(C(=O)c2ccc(C)cc2)CC1	4.1	-3.0	0.1	-1.3	-2.8	-4.9	1.5	-3.4	1.2
Cc1cccc(C)c1NC(=O)CSc1ccc([N+](=O)[O-])cn1	3.2	1.6	8.7	0.5	-2.6	-7.0	1.7	-6.5	2.7
CC(=O)c1cnc(-c2ccccc2Cl)s1	1.0	1.0	7.4	0.5	-2.3	-0.2	1.9	1.8	2.5
Cc1cccc(N2CCN(C(=O)c3cccc(S(=O)(=O)N4CCc5ccccc5C4)c3)CC2C)c1 (stereo not drawn)	-4.1	-3.3	-0.8	3.0	-3.3	4.6	1.1	17.9	-1.4
O=C(COC(=O)c1cccc(Br)c1)Nc1cccc2c1C(=O)c1ccccc1C2=O	8.2	7.9	2.2	-1.3	-2.0	-0.9	20.0	-28.6	-0.3

Other entries:
SMILES	procasp3 activ	PAFAH2 FP inh	proCasp7 act	PP5 inh	CTSL1 counter	PP1 counter	AHR act	core dimer inh	TPT1 inhibitor
Cc1cccc(CN2C(=O)N/C(=C/c3cc(C)n(-c4cc(C)ccn4)c3C)C2=O)c1	-4.1	4.6	-6.1	2.5	5.9	5.7	23.9	12.3	-0.3
C/C(=N\Nc1cc(N2CCOCC2)ncn1)c1cccc([N+](=O)[O-])c1	11.3	3.8	1.8	1.5	-2.0	1.7	37.4	-7.6	-2.0
N#Cc1ccc(OCC(=O)OCC(=O)NC2CC2)cc1	-1.9	2.8	-7.6	/	/	/	1.4	/	/
CC(C)Cc1nnc(NC(=O)C2CCN(C(=O)c3ccc(F)cc3)CC2)s1	0.1	-5.2	-1.2	1.7	-1.3	-4.0	-2.6	-2.1	0.1
CCOP(=O)(OCC)C(C#N)=C1SCN(c2ccc(Cl)cc2)CS1	-19.9	-0.5	-23.4	1.4	-1.4	-1.8	3.1	2.8	-1.6
CC(=O)NC(CC(=O)Nc1ccc2c(c1)OCCO2)c1ccccc1 (stereo not drawn)	-3.7	-8.1	0.9	-3.6	-0.6	-4.4	-0.4	0.6	-1.9
CC(C)Cc1nnc(NC(=O)CN2C(=O)NC3(CCCC3)C2=O)s1	-23.5	2.3	8.8	-2.4	-1.9	-2.7	-1.1	-7.8	-2.2
NS(=O)(=O)c1ccc(NC(=O)CSc2nnc(-c3cnccn3)n2-c2ccccc2)cc1	5.8	2.9	13.3	-0.9	0.3	-2.5	0.5	-2.2	-0.1
N#Cc1nc(-c2ccc(OCc3ccccc3)cc2)oc1NCCN1CCOCC1	-2.6	/	1.5	4.3	-2.3	-0.6	1.8	-3.9	1.8
O=C(CNC(=O)c1ccco1)NCC(=O)OCc1ccccc1Cl	-4.8	2.6	2.6	-2.1	-10.4	-0.2	-0.6	4.2	4.2
COc1cc(C(=O)NCCC2=CCCCC2)cc(OC)c1OC	-3.3	-1.8	7.4	1.7	0.4	0.5	0.9	-3.5	0.2
CC1CCN(Cc2cc(=O)oc3cc(O)c(Cl)cc23)CC1	-10.6	5.7	-9.0	-2.0	9.6	2.0	-0.5	8.0	-5.1
CCOC(=O)c1[nH]c2ccc(OC)cc2c1NS(=O)(=O)c1ccc(OC)cc1OC	4.4	9.7	-5.4	2.5	-2.4	-0.6	13.8	-4.8	0.2
Cc1cc(C)c2c(N)c(C(=O)NN)sc2n1	9.0	11.5	10.8	3.7	3.0	-4.7	21.1	-1.1	1.2
O=C(N/N=C/c1ccsc1)C1CC1	3.2	6.3	4.3	4.3	-2.6	-0.8	11.4	1.0	-1.3
O=C(Nc1ccc(F)cc1)C1CCN(S(=O)(=O)c2cccs2)CC1	3.4	-2.6	9.9	-1.9	-4.2	-6.3	-1.5	-0.6	-2.9
NS(=O)(=O)c1ccc(CCNC(=O)C2CCN(S(=O)(=O)c3ccc(Br)s3)CC2)cc1	5.3	1.4	-3.4	0.0	1.2	-0.6	3.2	-2.9	-1.4
Cc1ccc(S(=O)(=O)N/N=C2/CCCCC2C2CCCCC2)cc1[N+](=O)[O-] (stereo not drawn)	4.2	-0.4	-2.8	1.4	-1.7	0.8	-0.6	1.1	-1.3
CCn1c(SCC(=O)NCC2CCCO2)nnc1-c1ccccc1 (stereo not drawn)	-1.9	0.0	6.2	-0.1	-2.1	-1.8	-0.9	0.6	3.5
Cc1nc2nc(COc3ccccc3)[nH]n2c(=O)c1Cl	1.3	23.3	6.7	-1.2	-0.5	-0.9	3.7	0.2	-6.9
O=C1c2ccccc2-c2onc3c(N4CCN(CCO)CC4)cc(N4CCN(C(=O)c5ccco5)CC4)c1c23	-2.4	-108.9	-14.5	1.9	1.1	7.1	6.1	-50.7	-10.7
COc1ccc(S(=O)(=O)c2c(O)c3ccc(C(=O)Nc4ccccc4Cl)cc3[nH]c2=O)cc1	-5.1	-0.3	4.4	0.7	-3.2	-2.8	0.7	-7.0	1.1
COc1cccc(C(=O)N2CCC(C(=O)NCc3ccc(C)cc3)CC2)c1	4.5	6.6	7.8	0.5	6.2	1.9	4.6	-9.3	3.1
CCN(C(=S)NCc1ccccc1)c1ccccc1	1.0	-0.2	10.1	2.5	4.0	-2.6	1.9	12.0	-1.9
CC(=O)Nc1ccc(S(=O)(=O)N2CCN(c3ccc(C)c(Cl)c3)CC2)cc1	6.2	0.9	5.4	3.7	19.8*	-2.0	-4.7	-16.3	-0.4

Already shown: two of the compounds above.
SMILES	procasp3 activ	PAFAH2 FP inh	proCasp7 act	PP5 inh	CTSL1 counter	PP1 counter	AHR act	core dimer inh	TPT1 inhibitor
CCN(C(=S)NCc1ccccc1)c1ccccc1	1.0	-0.2	10.1	2.5	4.0	-2.6	1.9	12.0	-1.9
CC(=O)Nc1ccc(S(=O)(=O)N2CCN(c3ccc(C)c(Cl)c3)CC2)cc1	6.2	0.9	5.4	3.7	19.8*	-2.0	-4.7	-16.3	-0.4

Other results.
SMILES	procasp3 activ	PAFAH2 FP inh	proCasp7 act	PP5 inh	CTSL1 counter	PP1 counter	AHR act	core dimer inh	TPT1 inhibitor
COc1ccc(/C=N/N=C2/NC(=O)C(c3ccccc3)S2)c(OC)c1 (stereo not drawn)	7.5	8.8	4.8	2.3	2.5	6.3	3.3	20.0	5.2
COC(=O)c1ccc(CNC(=O)c2ccc3oc(C(C)C)nc3c2)cc1	-1.0	1.1	3.0	-0.4	-0.6	-3.1	0.8	-3.8	-1.4
O=c1cc(N2CCN(Cc3ccccc3)CC2)[nH]c(=O)n1-c1ccc(Br)cc1	-4.7	-0.8	7.8	1.6	-4.9	1.5	-2.5	-18.1	1.6
O=C(CSc1nc2ccc(Cl)cc2[nH]1)NCc1ccco1	-10.6	-1.8	-2.8	0.5	-0.1	2.6	19.1	0.8	-1.0
O=C(O)C1Nc2c(C(F)(F)F)ccc(Cl)c2C2C=CCC12 (stereo not drawn)	-4.0	5.1	6.6	-1.0	2.1	1.3	0.3	1.6	0.2
Cc1cnc(C(=O)OCC(=O)Nc2c(Cl)cc(Cl)cc2Cl)cn1	2.2	0.1	8.7	2.6	/	-3.7	-0.9	/	/
C/C(CC(=O)Nc1ccc(Cl)cc1Cl)=N\NC(=O)C(=O)N1CCCC1	4.4	3.4	6.2	-1.6	-1.5	-1.1	7.8	-3.3	-1.9
CN(Cc1ccccc1)C(=O)c1[nH]cnc1C(=O)NCc1ccc(CNC(=O)OC(C)(C)C)cc1	4.4	4.0	11.0	2.9	/	-4.6	2.6	/	/
COc1ccc2nc(NNC(=O)c3cc(=O)c4ccccc4o3)sc2c1	6.0	11.4	-6.6	0.3	-2.3	4.3	73.4*	1.9	15.3
CC(C1CC2CCC1C2)n1c(-c2cccs2)n[nH]c1=S (stereo not drawn)	-16.7	-3.9	-30.2	4.0	-1.4	7.8	4.4	7.7	-0.5
